Screening data (PubChem)
MITF primary: inhibitors of human MITF. AlphaScreen MITF homodimerization, bead proximity signal. O75030. inhibition, % at 2.6 µM. 650,000 compounds, 0.91% hits; in the data active = inhibition above about 50%;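 also: 0% = vehicle wells with protein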
Target sequence (O75030 whole entry, looked up): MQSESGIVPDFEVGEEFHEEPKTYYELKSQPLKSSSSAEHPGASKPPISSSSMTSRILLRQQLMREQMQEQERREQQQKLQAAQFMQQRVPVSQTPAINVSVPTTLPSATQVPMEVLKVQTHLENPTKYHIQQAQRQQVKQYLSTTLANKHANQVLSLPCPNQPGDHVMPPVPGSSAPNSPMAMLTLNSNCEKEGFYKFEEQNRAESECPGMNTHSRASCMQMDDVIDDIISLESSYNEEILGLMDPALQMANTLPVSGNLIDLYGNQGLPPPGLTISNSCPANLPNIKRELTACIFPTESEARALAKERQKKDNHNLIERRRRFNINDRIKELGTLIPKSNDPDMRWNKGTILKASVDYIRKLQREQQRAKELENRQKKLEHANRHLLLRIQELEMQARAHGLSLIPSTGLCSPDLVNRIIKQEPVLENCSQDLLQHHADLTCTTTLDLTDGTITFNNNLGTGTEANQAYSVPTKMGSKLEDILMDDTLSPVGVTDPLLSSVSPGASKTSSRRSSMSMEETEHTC
TEAD-YAP inh: TEAD-YAP interaction inhibition; HEK-TIYL cells, TEAD-Gal4/YAP UAS-luciferase luminescence; inhibition, % at 9.12 µM; AID 1259422; 640,000 compounds, 1.4% hits; in the data active = inhibition above about 32%;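 also: 0% = median of test compound wells and 100% = reference inhibitor wells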
FBW7 act: activators of human E3 ligase FBW7 | Q969H0 | AlphaScreen FBW7–phospho-cyclin E peptide binding, activator screen | normalized activity (activation), % at 26.1 µM | 650,000 compounds, 0.13% hits | AID 1259310; in the data active = normalized activity above about 1.9%;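 also: purified mutant Fbw7 with reduced substrate affinity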
GPR151 activ: activates the human receptor GPR151 | Q8TDV0 | activation, % at 11.2 µM | PathHunter beta-arrestin GPR151 cells, luminescence | AID 1508602 | 650,000 compounds, 1% hits; in the data active = activation above about 4.9%;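 also: 0% = median of compound wells and 100% = cells with positive control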
Target sequence (Q8TDV0 whole entry, looked up): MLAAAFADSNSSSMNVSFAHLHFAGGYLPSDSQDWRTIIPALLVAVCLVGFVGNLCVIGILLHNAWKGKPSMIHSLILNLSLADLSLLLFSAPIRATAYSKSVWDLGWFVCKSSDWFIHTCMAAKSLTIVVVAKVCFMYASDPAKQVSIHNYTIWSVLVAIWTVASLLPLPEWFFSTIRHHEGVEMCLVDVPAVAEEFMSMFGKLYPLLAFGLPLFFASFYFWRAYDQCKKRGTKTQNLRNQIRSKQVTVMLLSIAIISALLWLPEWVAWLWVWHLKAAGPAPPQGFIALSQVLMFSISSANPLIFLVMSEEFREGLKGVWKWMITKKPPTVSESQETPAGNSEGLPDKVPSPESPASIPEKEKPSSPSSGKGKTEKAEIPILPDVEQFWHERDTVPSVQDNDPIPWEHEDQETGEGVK
An asterisk follows results filed as active.

SMILES | GPR151 activ | MITF primary | FBW7 act | TEAD-YAP inh
COc1cc(/C=N/N2C(=O)C3C4C=CC(C5CC45)C3C2=O)cc(Br)c1O (centres undefined) | 4.8 | 15.2 | 0.4 | -0.2
Cc1sc(NC(=O)c2ccco2)c(C(c2ccncc2)N2CCOCC2)c1C (centres undefined) | 2.5 | -1.4 | -0.2 | 14.6
CC(C)OCCCNC(=O)CCn1c(=O)[nH]c2ccccc2c1=O | 0.1 | 6.8 | -0.1 | 4.1
Cc1nn(-c2ccccc2)c2sc(C(=O)Nc3cccc(Cl)c3)cc12 | 0.1 | 8.9 | 0.1 | -0.6
Cc1ccc(NC(=O)c2oc(C)nc2C)c(C)c1 | 0.0 | 16.6 | 0.6 | 2.9
C=CCOC(=O)C1=C(C)Nc2ncnn2C1c1cccs1 (centres undefined) | -0.8 | 4.5 | 0.0 | -2.0
CCCCNC(=O)/C(=C/c1cccc([N+](=O)[O-])c1)NC(=O)c1ccco1 | -2.2 | -10.9 | 0.0 | -8.7
COCCNc1nccn2c(-c3ccccc3)cnc12 | 0.5 | 22.8 | 0.3 | -2.6
COc1cc(OC)cc(-c2nc3ccccc3c(=O)n2OC(=O)/C=C/c2ccccc2Cl)c1 | -1.7 | 10.0 | 0.8 | -11.0
O=[N+]([O-])c1ccc(S(=O)(=O)NCCc2nc3ccccc3[nH]2)cc1 | 0.6 | 10.9 | 0.0 | 9.6
CC(=O)N1c2ccc(S(=O)(=O)N3CCCC3C(=O)NCC3CCCO3)cc2CC1C (centres undefined) | -2.5 | -5.3 | -0.1 | -8.7
O=C(Nc1cccc(S(=O)(=O)N2CCCCC2)c1)NC1(C(F)(F)F)Oc2ccccc2O1 | 2.4 | -14.4 | 0.2 | -3.7
COc1ccc(S(=O)(=O)Nc2ccc(S(=O)(=O)NCC3CCCO3)cc2)cc1 (centres undefined) | 0.1 | -7.7 | 0.0 | 0.0
CS(=O)(=O)N1CCC(c2nn(C3CCNCC3)c(=O)o2)CC1 | 0.3 | 8.7 | 0.4 | 0.8
Cc1cc(OCC(=O)NNC(=O)c2ccc(F)cc2)cc(C)c1Cl | 0.0 | 9.4 | 0.0 | 7.7
COCCN(C(=O)C1CC(Cc2cccc(F)c2)=NO1)C(C)C (centres undefined) | -0.5 | 5.4 | 0.2 | -27.5
Cc1cc(=O)[nH]c(NCCC(=O)O)n1 | 0.8 | -1.8 | 0.2 | -3.0
COc1cc2c(C)[nH]c(=O)c(C(C)=O)c2cc1OC | -1.5 | 22.5 | 0.1 | 7.8
CC(=O)c1ccc(NS(=O)(=O)c2ccc(Cl)c(C(F)(F)F)c2)cc1 | -1.2 | -1.7 | 0.6 | -51.0
O=C(/C=C/c1ccc2c(c1)OCO2)Nc1ccc(S(=O)(=O)N2CCCC2)cc1 | 1.9 | -5.4 | -0.1 | 23.2
O=C(NNc1ccccc1)c1ccccc1F | 1.4 | -4.4 | 0.2 | -7.9
N#Cc1c(N2CCN(C(=O)Nc3ccc(Cl)c(Cl)c3)CC2)nc(-c2ccccc2)c2c1CCCC2 | 0.5 | 1.8 | -0.1 | -1.9
Cc1cc(/C=C/C(=O)O)c(C)n1C1CCCCC1 | -0.3 | 2.9 | 0.0 | -6.3
N#C/C(=C\c1ccc(N2CCOCC2)cc1)C(=O)Nc1nccs1 | 1.2 | 6.9 | 0.0 | -10.0
CCCN1CC=C2C(C#N)=C(N)C(C#N)(C#N)C(c3cccc(I)c3)C2C1 (centres undefined) | 0.3 | 13.5 | 0.5 | 6.5
CCOC(=O)CC(=O)CSc1nc2c(sc(=S)n2-c2ccccc2OC)c(=O)n1Cc1ccco1 | 2.2 | -5.2 | -0.2 | 9.7
COc1ccc(NC(=O)C(NC(=O)CNC(C)=O)c2ccc(C)cc2)cc1 (centres undefined) | -1.7 | -7.3 | 0.1 | -10.6
Cc1ccc([N+](=O)[O-])cc1NC(=O)CCCc1ccccc1 | 2.6 | 1.8 | 0.1 | 0.6
Cc1ccsc1CCNC(=O)c1cccc(NC2=NC3CS(=O)(=O)CC3S2)c1 (centres undefined) | -0.1 | 18.2 | 1.0 | -15.7
O=C1c2ccccc2C(=O)N1CNc1cccc(Cl)c1Cl | -0.5 | 4.2 | -0.1 | -10.4

The last two compounds of the section before lead into the next:
SMILES | GPR151 activ | MITF primary | FBW7 act | TEAD-YAP inh
Cc1ccsc1CCNC(=O)c1cccc(NC2=NC3CS(=O)(=O)CC3S2)c1 (centres undefined) | -0.1 | 18.2 | 1.0 | -15.7
O=C1c2ccccc2C(=O)N1CNc1cccc(Cl)c1Cl | -0.5 | 4.2 | -0.1 | -10.4
CC1(C)CC(=O)C2=C(C1)Nc1ccc3ccccc3c1C2c1ccccc1F (centres undefined) | 0.0 | 6.2 | 0.0 | 10.1
CC(=O)c1ccc(OCCCC(=O)Nc2ccc3c(c2)OCO3)cc1 | 1.0 | -0.3 | 0.2 | 4.1
COc1ccc(CSc2ccc(S(=O)(=O)N3CCc4ccccc43)cc2C(=O)NCC2CCCO2)cc1 (centres undefined) | -0.4 | 1.2 | 0.1 | -5.5
Cc1ccc(-c2nc3ccccc3o2)cc1NC(=O)c1ccc(C(C)(C)C)cc1 | 0.3 | -1.9 | -0.2 | -7.2
CCCCC1=NN2C(=N)/C(=C/c3ccc(OCc4ccccc4F)c(OCC)c3)C(=O)N=C2S1 | -1.7 | 4.9 | 0.1 | -6.7
O=C(Nc1cccc(-c2cc3ccccc3oc2=O)c1)c1cccnc1 | 1.5 | -4.6 | 0.1 | -16.4
Cn1c(CN2CCOCC2)nnc1SCC(=O)Nc1ccc(Oc2ccccc2)cc1 | -0.9 | 4.4 | 0.0 | 4.3
O=C(O)c1cccnc1C(=O)Nc1nc2ccccc2s1 | -4.2 | 10.7 | 0.1 | -28.2
FC(F)(F)c1ccc(Nc2nc(Nc3ccccc3)c3ncn(-c4ccsc4)c3n2)cc1 | 2.0 | -0.2 | 0.0 | 1.6
O=C(CN1CCN(Cc2cn3ccccc3n2)CC1)c1ccco1 | 1.3 | 53.5* | -0.5 | 0.9
CCCCCCn1c(NCc2ccccc2NS(=O)(=O)c2ccc(C)cc2)nc2ccccc21 | -1.4 | -2.3 | 0.0 | -4.7
Cc1cc(C)nc(CCNC(=O)c2ccc(OC3CCN(Cc4ccccn4)CC3)cc2)n1 | -0.6 | 2.5 | 0.0 | -4.7
CCC1CCCCN1CCCn1c(=S)[nH]c2ncccc2c1=O (centres undefined) | -0.5 | 4.2 | 0.1 | 13.5
CCCNc1cc(Nc2ccc(-n3ccnc3)cc2)nc(N)n1 | 1.6 | -5.2 | -0.3 | -5.2
CC(C)c1nnc(NC(=O)C(F)(F)F)s1 | -0.9 | 18.0 | 1.5 | 9.9
c1ccc(-c2nc(NCCN3CCOCC3)c3[nH]cnc3n2)cc1 | 2.5 | 5.2 | 0.0 | 1.9
COc1cccc(NC(=O)C(=O)NCCO)c1 | -1.9 | 1.4 | 0.0 | -67.6
COc1ccc(C(=O)N(C)C2CCCCC2)cc1 | -0.7 | -0.1 | -0.1 | -24.6
O=C1CSC(c2ccc3c(c2)OCO3)N1c1ccc(Cl)c(Cl)c1 (centres undefined) | 0.8 | 3.5 | -0.2 | -0.4
O=[N+]([O-])c1ccc(S(=O)(=O)NCC(c2cccnc2)N2CCOCC2)cc1 (centres undefined) | -0.9 | 11.2 | 0.6 | 13.6
COc1ccc(OC)c(/C=C2\N=C(c3ccc(OC)c([N+](=O)[O-])c3)OC2=O)c1 | 0.5 | 0.2 | -0.1 | 2.6
O=[N+]([O-])c1cc[n+]([O-])cc1/C=C/N1CCOCC1 | 0.6 | 9.1 | 0.0 | 1.4
CN(C(=O)c1ccc(I)cc1)c1ccccc1 | -1.1 | 9.0 | 0.6 | -16.1
CCOC(=O)c1cnc(SCC(=O)N(C)C2CCCCC2)nc1N | -0.4 | -5.3 | -0.2 | -1.4
CCc1cc2c(=O)c(Oc3ccc(F)cc3)coc2cc1OC(C)=O | 0.6 | 12.7 | 0.2 | 2.0
OC(CNC12CC3CC(CC(C3)C1)C2)Cn1c2ccccc2c2ccccc21 (centres undefined) | -0.2 | 9.0 | -0.2 | 7.5
O=C1/C(=C/c2ccc([N+](=O)[O-])cc2)C=C(c2ccccc2)N1c1ccccc1 | -0.7 | 5.4 | 0.0 | 3.4
COc1cc(NC(=O)c2cccs2)c(OC)cc1NC(=O)Cc1ccccc1 | 1.0 | 4.6 | -0.1 | 1.3
Cc1cc(C)nc(SCc2nnc(Nc3ccc(S(N)(=O)=O)cc3)s2)n1 | -1.1 | 0.7 | 0.9 | 4.2
COc1cc([N+](=O)[O-])ccc1-c1ccc(/C=C2\C(=O)NN(c3ccccc3)C2=O)o1 | 2.9 | 0.0 | 0.1 | -3.3
COc1ccc(CNC(=O)CC(C)CC2=NS(=O)(=O)c3ccccc3N2)cc1 (centres undefined) | -1.1 | 7.2 | 0.1 | 10.7
Cc1ccc(C)c(-n2c(CNC(=O)c3ccco3)nnc2SCC(=O)Nc2ccc(F)cc2)c1 | -0.3 | 1.7 | 0.1 | 13.4
Cc1ccc(OCC(=O)Nc2c(C)ccc3nsnc23)c(C)c1 | 1.6 | -6.9 | 0.0 | -6.9
Cc1ccccc1Nc1nc(Cl)c(C=O)s1 | -0.4 | 6.4 | 0.3 | 39.9*
Cc1ccc(C(=O)COC(=O)CCCC(=O)NC2CCCCC2)cc1[N+](=O)[O-] | -1.2 | 16.7 | 0.1 | -6.0
COc1cc(C(=O)N2CCCC2C(=O)O)cc(OC)c1OC (centres undefined) | 5.0* | 22.0 | -0.7 | 2.9
COCCCNC(=O)C(=O)NCC1CCCN1S(=O)(=O)c1ccccc1 (centres undefined) | -0.6 | 2.5 | 0.0 | 1.6
Cc1ccc(C)n1NC(=O)c1ccccc1Cl | 0.5 | 0.6 | -0.1 | 2.6
S=C(Nc1ccc(Oc2ccccc2)cc1)N(CCCN1CCCCC1)Cc1ccco1 | -0.2 | 7.0 | -0.1 | -2.5
CCOc1cc(C2C(C#N)=C(N)OC3=C2C(=O)CCC3)ccc1OCCN1CCOCC1 (centres undefined) | 0.3 | -19.5 | -0.2 | 10.1
COC(=O)C(NC(=O)CC12CC3CC(CC(C3)C1)C2)C(C)C (centres undefined) | -0.5 | -6.5 | -0.2 | -2.5
Cc1ccc(Cn2c(=N)c(C(=O)NCC3CCCO3)cc3c(=O)n4ccccc4nc32)cc1 (centres undefined) | 0.1 | 17.0 | 0.1 | 3.4
Cc1cc(C(C)(C)C)oc1C(=O)N1CCC(c2ccncc2)CC1 | -0.5 | -11.4 | -0.6 | -7.9
O=[N+]([O-])c1c(NCCCO)cc(N2CCCCC2)c2nonc12 | 0.0 | 0.7 | 0.0 | 0.1
Cc1nc([N+](=O)[O-])cn1-c1ccc(N)cc1 | -2.0 | -14.7 | 0.0 | 5.8
N#CC1=C(SCC(=O)Nc2cccc(Cl)c2)NC2=C(C(=O)CCC2)C1c1ccccc1C(F)(F)F (centres undefined) | -0.6 | 4.6 | 0.0 | 9.8
O=C(c1nccs1)C1CCN(C(=O)C2(c3ccc(Cl)cc3)CC2)CC1 | -0.7 | 2.4 | 0.0 | -4.5
Cc1[nH]c2ccccc2c1CCNC(=O)/C(=C/c1ccc(Cl)cc1)NC(=O)c1ccc(OCC(C)C)cc1 | 2.5 | 9.1 | 0.2 | 8.9
Cc1c(NC(=O)C(=O)c2c(-c3ccccc3)cc3ccccn23)c(=O)n(-c2ccccc2)n1C | 0.0 | 4.0 | 0.1 | 11.8
CC(=O)N1CCC(N(C(=O)Nc2ccccc2Br)C(C)C)CC1 | 2.5 | 9.7 | 0.9 | 4.2
CCN(CC)CC(=O)N(C)c1c(N)n(C)c(=O)[nH]c1=O | 0.3 | -4.1 | -0.1 | 9.9
CCOc1ccc2c(c1)cc(CN(C(=O)c1cnccn1)C1CCCCC1)c1nnnn12 | 1.1 | 3.9 | 0.0 | -4.9
COc1ccc(OC)c(C2NC(=O)C(C#N)=C(S)N2c2ccc(F)cc2)c1 (centres undefined) | -0.5 | 7.5 | -0.1 | -10.1
CN(C)C(=O)c1ccccc1NC(=O)c1ccc(Cl)cc1Cl | 1.5 | -3.9 | 0.0 | -9.1
CCc1ccc(S(=O)(=O)n2ccnc2CC)cc1 | -2.8 | 17.3 | 0.0 | 3.1
COc1ccc(OC)c(NC(=O)CN2CCN(c3ccccn3)CC2)c1 | 0.9 | 0.8 | -0.1 | -4.4
CN(C)CCCNC(=O)N1c2ccccc2Sc2ccccc21 | -1.0 | 21.4 | 0.2 | -3.9
CCCCn1c(=O)c(C(=O)OCC)c(O)c2ccccc21 | 0.8 | 10.4 | -0.1 | 4.2
CCC(=O)N1c2ccc(S(=O)(=O)NCC(=O)O)cc2CC1C (centres undefined) | 0.9 | 0.3 | 0.1 | -0.4
CC1=C(C(=O)OCCc2ccccc2)C(c2ccccc2Cl)C2=C(CC(C)(C)CC2=O)N1 (centres undefined) | 2.3 | 2.9 | -0.3 | -5.6

Quoted at random: two entries already listed
SMILES | GPR151 activ | MITF primary | FBW7 act | TEAD-YAP inh
Cc1[nH]c2ccccc2c1CCNC(=O)/C(=C/c1ccc(Cl)cc1)NC(=O)c1ccc(OCC(C)C)cc1 | 2.5 | 9.1 | 0.2 | 8.9
CS(=O)(=O)N1CCC(c2nn(C3CCNCC3)c(=O)o2)CC1 | 0.3 | 8.7 | 0.4 | 0.8
